# Source: PubChem (Sanford-Burnham Center for Chemical Genomics)
# APJ agonist – agonists of human APJ apelin receptor; P35414; CHO-K1 APJ PathHunter beta-arrestin, luminescence; 0% DMSO wells, 100% apelin; activation, % at 20 µM; 0.11% of 330,000 active; AID 2520;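 active = activation more than six SD over the plate average, tested at 20 µM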;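 note: 0% = DMSO alone and 100% = apelin-13 at 10 nM; some results filed as inactive read as strong as hits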
# Target sequence (P35414 whole entry, looked up): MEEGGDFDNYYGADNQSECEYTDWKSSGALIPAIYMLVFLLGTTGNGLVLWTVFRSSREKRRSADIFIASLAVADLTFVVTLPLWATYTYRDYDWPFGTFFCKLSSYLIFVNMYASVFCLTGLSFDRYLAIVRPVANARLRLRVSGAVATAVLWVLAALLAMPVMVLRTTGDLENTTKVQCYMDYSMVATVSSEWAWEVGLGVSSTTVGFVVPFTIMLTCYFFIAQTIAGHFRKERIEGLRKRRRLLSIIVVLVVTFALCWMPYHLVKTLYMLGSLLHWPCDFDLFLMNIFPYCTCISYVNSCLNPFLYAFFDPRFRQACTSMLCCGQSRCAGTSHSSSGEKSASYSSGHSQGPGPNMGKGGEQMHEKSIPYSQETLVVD
#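 system = engineered CHO-K1 APJ arrestin reporter cells | input = 1000 cells per well | timing = overnight seeding, 90 min compound at 25 °C, 1 h detection | measured by = enzyme-fragment complementation luminescence | read-out = beta-arrestin recruitment to APJ as agonist activity, luminescent signal | control set = negative DMSO alone, positive Apelin-13 at 10 nM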
# Mdm2-MdmX inh – inhibitors of human Mdm2/MdmX interaction | SaOS-2 split-luciferase Mdm2/MdmX complementation, luminescence | inhibition, % at 8 µM | 3% of 330,000 active | O15151+Q00987;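 active = inhibition of at least 50% at 8 µM in the primary screen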
# NLRP3 yeast inh – NALP3 inhibition in yeast. Yeast reconstituted NLRP3/ASC/caspase-1, beta-gal luminescence, 24 h. 0.39% of 330,000 active. inhibition, % at 10 µM;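 active = inhibition of 50% or more; inactive = inhibition below 50%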;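 note: plate controls were induced DMSO wells for no effect and uninduced yeast grown without galactose for full effect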
# TIM10 inh – TIM10 yeast growth inhibition; S. cerevisiae TIM10 strain growth, BacTiter-Glo luminescence, 24 h; inhibition, % at 10 µM; 1.4% of 330,000 active; AID 463195;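 active = inhibition of 40% or more at the single tested concentration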;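 note: wild-type TIM10 isogenic control strain grown at permissive 25 °C; 0% = DMSO yeast wells and 100% = minimal medium wells without yeast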
# tim10-1 inh – inhibits growth of tim10-1 mutant yeast; S. cerevisiae tim10-1 ts strain growth, BacTiter-Glo, 24 h; inhibition, % at 20 µM; 2.2% of 330,000 active; AID 463190;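 active = inhibition of at least 40%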;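 note: mutant grown at 25 °C; 0% = DMSO wells with yeast and 100% = wells holding no yeast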
# UPR CHOP act – activators of apoptotic arm of unfolded protein response (CHOP); activation, % at 10 µM; AID 449763; CHO-CHOP luciferase reporter, UPR activation, luminescence; percent of tunicamycin response over DMSO baseline; 0.34% of 330,000 active;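 active = at 10 µM dose, activation of 40% or more, normalized to positive control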;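 note: 100% = tunicamycin at 10 µg/mL and 0% = DMSO alone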
#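 Test system: CHO CHOP reporter cells. Input: 500 CHO-CHOP cells per well. Medium: F12 with 10% FBS. Technique: luciferase luminescence. Measure: percent activation relative to tunicamycin control. Dosing: 10 µM compound, 0.5% DMSO. Timing: 16-18 h cell attachment, then 6 h compound exposure, 37 °C.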
# XBP1 UPR activ – adaptive UPR (XBP1) activation; CHO-XBP1 luciferase reporter, IRE1-XBP1 UPR activation, luminescence; percent of tunicamycin response, DMSO as zero; activation, % at 20 µM; 0.33% of 330,000 active; AID 463104;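 active = versus positive control, 20 µM dose yields 30% or more activation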;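 note: 100% = tunicamycin at 10 µg/mL and 0% = DMSO only wells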
#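 Assay system: CHO-XBP1 luciferase reporter cells; Schedule: 6 h treatment, 37 °C; Detection: glow luminescence from Steady-Glo reagent; Benchmarks: high control tunicamycin 10 µg/mL final, low control DMSO vehicle only.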
# tim23-1 inh – inhibits growth of tim23-1 mutant yeast; S. cerevisiae tim23-1 growth, BacTiter-Glo luminescence, 24 h; inhibition, % at 20 µM; 1.3% of 330,000 active; AID 463212;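 active = growth inhibition of the mutant yeast at or above 50%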;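 note: temperature-sensitive mutant grown at 25 °C; plate controls were DMSO-treated mutant yeast for no effect and medium wells lacking yeast for full effect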
# NR3A LBD binder – modulates the human NR3A ligand-binding domain; NR3A LBD differential scanning fluorimetry, Tm shift; 0% = protein alone, 100% = glycine-bound protein; Tm shift relative to glycine control, % at 25 µM; 2.5% of 340,000 active;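 active = melting temperature shift of at least 10% of the positive control shift, at one fixed dose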
# Numbers without * were called inactive; . = no result given.
SMILES,APJ agonist,Mdm2-MdmX inh,NLRP3 yeast inh,TIM10 inh,tim10-1 inh,UPR CHOP act,XBP1 UPR activ,tim23-1 inh,NR3A LBD binder
COC(=O)c1ccccc1NC(=O)[C@@H]1CCC(=O)N1C1OC(=O)c2c1ccc(OC)c2OC (some centres undefined),-3,-3,10,5,5,-0.6,1,15,1
O=C(NCCN1CCCCCC1)C1CCC(CNS(=O)(=O)c2cccc3cccnc23)CC1 (centres undefined),0,13,-1,2,-10,0.7,-1,-15,2
Nc1nc(SCC(=O)c2cccc([N+](=O)[O-])c2)n[nH]1,-3,3,0,0,7,1.0,0,3,-2
CC(C)(C)CC(=O)Nc1cccc2c1CCCC2,1,-17,3,10,16,2.7,-1,10,1
CCOC(=O)C1=C(C)N=c2s/c(=C3\C(=O)Nc4ccccc43)c(=O)n2C1c1ccc2c(c1)OCO2 (centres undefined),5,16,22,32,29,1.3,5,25,-6
CSc1cccc(NC(=S)N2CCC(c3ccccc3)C2)c1 (centres undefined),-3,-35,33,31,48*,0.8,-2,34,-15
Cc1ccc(OCC(=O)NNC(=O)CCc2ccccc2)c(Br)c1,1,34,27,-6,16,-1.4,-1,22,-1
CCc1cc(C(=O)N/N=C/c2c(C)[nH]c3ccccc23)cs1,-3,20,10,19,13,2.2,-1,20,2
O=C(NNC(=O)C1CC1)Nc1ccc(Cl)cc1,-1,-5,14,1,-23,0.8,2,2,4
CNc1nc(N)c([N+](=O)[O-])c(Nc2ccccc2OC)n1,-2,65*,31,44*,27,1.9,27,33,0
CCCCCN(C(=O)CCC(=O)OCC(=O)N(C)c1ccccc1)c1c(N)n(CCCC)c(=O)[nH]c1=O,0,4,11,11,10,-0.5,-2,15,-1
O=C1CCCN1CCC1CCN(C(=O)Nc2ccccc2)CC1,-3,14,-6,6,10,3.1,-3,20,0
O=C(NC(=S)N1CCN(c2ccccn2)CC1)c1ccccc1,0,5,14,5,21,0.9,-1,17,4
COc1cccc(NC(=S)N2CCN(c3ccccn3)CC2)c1,-1,15,-6,5,1,-1.1,-2,4,-4
CC1(C)CC(=O)C(C=NC2CC(C)(C)NC(C)(C)C2)=C(O)C1,-5,6,9,1,18,-1.2,-2,10,-1
Cc1ccc(S(=O)(=O)Nc2ccc(C(=O)NCCCn3ccnc3)cc2)cc1[N+](=O)[O-],-1,9,7,8,8,-0.1,-1,6,1
FC(F)Sc1nnc(-c2cccs2)n1-c1ccccc1,-3,-17,10,19,15,-1.4,2,20,-1
c1ccc(N2CCN(c3ccccc3)C2c2cccs2)cc1,-4,10,8,-3,11,3.7,0,15,1
O=C(Nc1ccccc1O)c1c(O)c2c([nH]c1=O)CCCC2,-3,-100,23,2,-7,7.4,2,16,14*
CC(=O)Nc1ccc(NC(=O)CCSCCc2ccccn2)cc1,-2,10,-4,-6,12,2.5,-1,-5,0
Cc1cccc(-n2c(O)cnc2Nc2nc(C)cc(C)n2)c1,-1,5,-6,-7,11,0.2,-3,8,-1
Fc1cccc(CSc2ccc3nnc(-c4cccnc4)n3n2)c1,-1,19,-9,26,36,-1.2,0,8,0
CC(=O)Nc1cccc(NC(=O)CSc2ncc(C(=O)Nc3ccc(F)cc3)c(=O)n2C)c1,-3,-15,8,-13,-3,13,-3,-1,18*
CCc1cc(-c2n[nH]c(=S)n2-c2cccc(C)c2)cs1,0,-20,14,22,43*,0.8,-3,36,-11
O=C(NC1CCCCC1)NC1CC2CCC(C1)N2C(=O)NCc1ccccc1 (centres undefined),1,-33,4,-2,14,-1.0,-3,8,.
CSCCC(NC(=O)c1ccccc1)C(=O)NCc1ccco1 (centres undefined),-1,13,2,8,12,0.0,0,11,0
Cc1ccc(N=Cc2c(O)cc(C)oc2=O)c(C)c1,-2,16,15,5,-6,1.8,6,96*,0
CCCOC(=O)Nc1ccccc1C(N)=O,-2,5,1,-12,-3,-0.9,-5,1,0
CN1C(=O)C(O)(C2COC(C)(C)CC2=O)c2cc(Br)ccc21 (centres undefined),-17,53*,18,-5,-8,-2.7,0,2,1
COc1ccc(OC)c(N2C(=O)[C@@H]3C(c4ccccc4Cl)=NO[C@@H]3C2=O)c1,-2,4,-3,12,8,-1.1,-3,13,-3
FC(F)(F)c1ccc(Oc2ccccc2Cl)nc1,-2,6,8,2,14,1.5,1,0,0
O=C(OCc1nnc(-c2ccccc2)o1)c1ccc2c(c1)OCO2,-1,9,24,3,16,-2.0,0,16,3
CC(=O)Nc1ncc(Cc2cccc(Cl)c2Cl)s1,-2,23,24,18,2,0.4,1,7,-1
O=C(c1ccc2c(=O)n3c(nc2c1)CCC3)N1CCN(S(=O)(=O)c2cccc(F)c2)CC1,-1,3,10,12,1,2.4,-1,-15,-1
CCCC1OC23CCCCC2C(C#N)(C(=N)O3)C1(C#N)C#N (centres undefined),-1,7,5,15,11,12,-2,12,1
Cc1ccc(C2C(C#N)=C(N)Oc3c2oc(CO)cc3=O)o1 (centres undefined),6,1,6,-20,4,1.6,-1,1,-1
Cc1ccc(CNC(=O)CCS(=O)(=O)c2ccc(Br)s2)o1,0,25,0,8,16,0.6,-1,12,-1
CCOc1ccc(NS(=O)(=O)c2ccc(C(=O)N3CCCC(C)C3)cc2)cc1 (centres undefined),-2,20,-7,5,18,0.9,0,2,-1
O=C(NNc1cccc(Cl)n1)Nc1ccccc1F,-1,1,-3,26,29,1.2,-2,14,-1
O=C(NCc1ccccc1Cl)C1CCC(=O)N1Cc1ccc(F)cc1 (centres undefined),-2,0,8,-13,16,0.5,3,12,3
CCSc1nc2c(c(=O)[nH]1)C(c1cccnc1)C(C(=O)OC)=C(C)N2 (centres undefined),-5,22,14,1,13,-1.1,-2,1,-5
CCC1CCCCN1CCCNC(=O)c1cc2c(=O)[nH]c3ccccc3c2n1C (centres undefined),-2,2,16,-4,3,-0.7,5,0,-2
CCOC(=O)Nc1cc2c(cc1C(C)=O)OCO2,1,12,17,20,4,-1.0,2,25,0
CCN(Cc1nc2cc(Cl)ccc2c(=O)[nH]1)C(=O)c1nn(C)c(=O)c2ccccc12,-4,-2,19,7,6,1.6,-2,13,1
CC(C)(C)NC(=O)CCCCCCCC(=O)NC(C)(C)C,1,25,22,2,-2,-2.7,-4,11,-1

# One compound at a time, from the list above.
# Results for CCCC1OC23CCCCC2C(C#N)(C(=N)O3)C1(C#N)C#N (centres undefined) = APJ agonist = -1; Mdm2-MdmX inh = 7; NLRP3 yeast inh = 5; TIM10 inh = 15; tim10-1 inh = 11; UPR CHOP act = 12; XBP1 UPR activ = -2; tim23-1 inh = 12; NR3A LBD binder = 1
# Results for CCOC(=O)Nc1cc2c(cc1C(C)=O)OCO2 = APJ agonist = 1; Mdm2-MdmX inh = 12; NLRP3 yeast inh = 17; TIM10 inh = 20; tim10-1 inh = 4; UPR CHOP act = -1.0; XBP1 UPR activ = 2; tim23-1 inh = 25; NR3A LBD binder = 0

# An excerpt from above, showing only UPR CHOP act:
Molecule | UPR CHOP act
CC(C)(C)NC(=O)CCCCCCCC(=O)NC(C)(C)C | -2.7
CCN(Cc1nc2cc(Cl)ccc2c(=O)[nH]1)C(=O)c1nn(C)c(=O)c2ccccc12 | 1.6

# The results go on.
SMILES,APJ agonist,Mdm2-MdmX inh,NLRP3 yeast inh,TIM10 inh,tim10-1 inh,UPR CHOP act,XBP1 UPR activ,tim23-1 inh,NR3A LBD binder
NC(=O)Cn1c(=O)oc2ccccc21,1,19,2,-19,14,-1.1,2,-5,2
COc1c2c(cc3ccc(=O)oc13)CCO2,0,-11,-3,-4,-1,-0.2,-5,7,1
COC(=O)NNC(=S)Nc1ccc(Br)cc1,-4,17,19,-7,2,0.8,5,3,-1
COCCCNc1nc2ccccc2nc1NS(=O)(=O)c1ccc(Cl)cc1,0,14,2,20,23,1.1,-7,27,-24
CCOC(=O)Cn1nc(C)n(-c2ccc(F)cc2)c1=O,-2,-17,-1,-2,2,-1.8,-3,8,-1
COc1cnc(-c2ccccn2)nc1Oc1cccc(Cl)c1,-3,24,29,46*,39,1.8,3,44,0
Cc1cc(Oc2ccc(-c3ccccc3)cc2)nc(N2CCOCC2)n1,-1,19,16,5,11,1.1,-8,3,0
COc1ccc(N2CCN(Cc3oc(CO)cc(=O)c3O)CC2)cc1,-4,-8,0,7,8,-0.4,-3,8,1
Cc1ccc(-c2nc(SCC(=O)NCCN3C(=O)CSC3=O)[nH]c2-c2ccc(C)cc2)cc1,1,2,-3,1,9,1.7,-2,17,.
Cc1onc(-c2ccccc2)c1-c1nnc(COC(=O)c2ccc(O)cc2)o1,-3,8,22,-11,-3,-0.1,1,12,10*
COc1ccc(/C=C/C(=O)NCCOc2ccc(C)cc2)cc1,2,25,32,14,20,-1.8,-2,14,-1
O=C(Nc1ccc(S(=O)(=O)NCc2ccco2)cc1)c1ccc(F)cc1,0,28,14,-2,5,2.0,1,0,3
Cc1cc(C)n2cc(CSc3ccc(Br)cc3)nc2n1,-3,6,-7,14,29,2.9,0,24,-3
CCn1cc(C(=O)O)c(=O)c2cc(F)c(N3CCN(C(=S)NC(=O)c4cccc(C)c4)CC3)cc21,-4,4,14,22,22,-0.2,-1,2,-1
O=C(c1ccc2c(c1)OCO2)C1CCCN(Cc2ccc(OC(F)F)cc2)C1 (centres undefined),2,24,23,-29,-17,0.7,-2,2,1
c1ccc(-c2csc3ncnc(NCCN4CCOCC4)c23)cc1,0,42,16,4,30,-2.5,-1,17,-2
CC(=O)c1ccc(NC(=S)N2c3ccccc3CC2C)cc1 (centres undefined),-3,11,15,10,-19,1.4,-5,25,1
CCOC(=O)C1=C(O)C(=O)N(c2ccccc2)C1c1cccc([N+](=O)[O-])c1 (centres undefined),0,1,15,15,9,1.2,1,1,-1
CC1=CC(C)(C)N2C(=O)C3(C(C#N)=C(N)Oc4cc(C)oc(=O)c43)c3cc(C)cc1c32 (centres undefined),-2,-4,3,2,24,-1.3,2,11,2
COC(=O)[C@]1(Cc2ccccc2)N[C@H](CN(C)C(=O)Nc2ccc(F)cc2)[C@@H]2C(=O)N(Cc3ccccc3)C(=O)[C@@H]21,-3,19,0,-8,-2,2.8,-2,-16,-3
COc1cc(CSc2nnnn2-c2ccc(C)cc2)cc(OC)c1OC,-4,37,14,17,25,4.4,-1,33,-4
CCOC(=O)c1cnc2nc(NCc3ccc(OCc4ccccc4)cc3)[nH]n2c1=O,1,-4,0,0,11,-0.2,2,13,-14
COc1ccc(NC(=O)C2CC(=O)NC(Nc3cccc(C)c3)=N2)cc1 (centres undefined),-4,23,1,1,-14,2.1,-3,0,-5
COc1ccc(N(CC(O)Cn2c(C)nc3ccccc32)S(=O)(=O)c2ccccc2)cc1 (centres undefined),-1,2,1,4,-4,0.7,-2,-6,-1

# Ordered by value in tim10-1 inh (lowest first): 3 of the compounds above
compound,Mdm2-MdmX inh,NLRP3 yeast inh,tim10-1 inh,XBP1 UPR activ,NR3A LBD binder
COc1ccc(NC(=O)C2CC(=O)NC(Nc3cccc(C)c3)=N2)cc1 (centres undefined),23,1,-14,-3,-5
CCOC(=O)C1=C(O)C(=O)N(c2ccccc2)C1c1cccc([N+](=O)[O-])c1 (centres undefined),1,15,9,1,-1
COc1cc(CSc2nnnn2-c2ccc(C)cc2)cc(OC)c1OC,37,14,25,-1,-4
